# PhoP inhibition = inhibitors of PhoP regulon expression, primary screen, Salmonella Typhimurium, GFP reporter (AID 1863). S. Typhimurium PhoP-regulated promoter GFP reporter, 4 h; higher % means a stronger effect. inhibition, % at 50 µM; hits with a dose series show IC50 in µM. 300,000 tested, 0.16% active;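 active = inhibition over 29.93%, a cutoff 3 SD above the screen mean, later confirmed by dose response; inconclusive = inhibition over 29.93% but no dose response follow-up; inactive = inhibition at most 29.93% or unconfirmed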;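 also: 0% = low Mg2+ inducing control and 100% = high Mg2+ repressing control; strong numbers were not always called active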
# TNAP activators = human TNAP enzyme activators, primary screen, biochemical, luminescent, no phosphate acceptor, uHTS (AID 1001) | 200,000 tested, 0.03% active | purified TNAP, luminescent activation assay, no phosphate acceptor; higher activation fold means a stronger effect | Alkaline phosphatase, tissue-nonspecific isozyme (Homo sapiens) | one-dose activation fold at 20 µM; EC50 in µM for titrated hits; in the data active = activation fold from about 3, or a potency from the dose series; inactive = the rest, 99 in 100 with activation fold below about 1.6; also: many of its hits are not listed in these tables
# Rac1 GTP hydrolysis = MgcRacGAP GTPase-activating activity inhibitors, confirmation, biochemical, ADP Hunter fluorescence. 340,000 tested, 0.6% active. MgcRacGAP-stimulated Rac1 GTP hydrolysis, ADP Hunter fluorescence; higher % means a stronger effect; GST-tagged Rac1 F28L mutant substrate. Rac GTPase-activating protein 1 (Homo sapiens). one-dose inhibition, % at 30 µM; IC50 in µM for titrated hits;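 active = first-screen hits whose inhibition reached a set limit at any dose in the follow-up dose series; inconclusive = inhibition above the set first-screen limit but never retested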;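 also: fluorescence reports GDP produced by GAP-driven GTP hydrolysis; strong numbers were not always called active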
# Myeloid diff MLP = induction of myeloid progenitor differentiation, primary screen, cell-based, flow cytometry, MLPCN library | 360,000 tested, 1% active | calls only at 10 µM | ER-HoxA9 myeloid progenitors, lysozyme-GFP differentiation | AID 624256, 2012;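 active = normalized GFP-positive differentiation at or above the plate's own cutoff, the solvent-only control mean plus 3 SD; inconclusive = no clear call, values can overlap the other calls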;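 also: cells exposed to compound for four days before flow analysis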
# T cell HTS = modulators of CD8 T cell-vesicle binding, primary screen, mouse 2C CD8+ T cells, flow cytometry. calls only at 7 µM. 330,000 tested, 0.068% active. 2C CD8+ T cell-vesicle binding; active compounds read low;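 active = response, share of CD8 T cells binding vesicles, and their 90th percentile fluorescence all below set limits, cut at about 80% in these data, passing the limit was not always enough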
#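 Assay system: 2C TCR transgenic mouse naive CD8+ T cells, MACS-purified | Read-out: CD8+ gate FL2 mean fluorescence as % of same-row positive control | Signal: High-throughput flow cytometry with anti-B7-1 and anti-CD8 staining | Timing: Binding step 1.5 h, 37 °C, antibody labelling 20 min, ice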
# SV40 large T antigen = SV40 large T antigen inhibitors, biochemical (AID 1903); SV40 large T antigen ATPase/helicase inhibition assay; higher % means a stronger effect; inhibition, % at 20 µM, or IC50 in µM where a hit was titrated; 310,000 tested, 0.39% active; in the data active = a potency from the dose series; inconclusive = inhibition mostly from about 32% at the one dose, without a potency; inactive = the rest, 99 in 100 with inhibition below about 32%; also: strong numbers were not always called active
# RSV CPE inhibition = RSV antiviral activity via CPE protection, HEp-2 cells, primary 10 µM value included (AID 2391) | HEp-2 cells, RSV-induced CPE inhibition; higher % means a stronger effect | one-dose CPE inhibition, % at 10 µM; IC50 in µM for titrated hits | 310,000 tested, 0.13% active; in the data active = a potency from the dose series; inconclusive = CPE inhibition mostly from about 23% at the one dose, without a potency; inactive = the rest, 99 in 100 with CPE inhibition below about 21%; also: strong numbers were not always called active
# UTI89 phage lysis = inhibition of K1F phage lysis, E. coli UTI89, bacterial capsule biogenesis inhibitors, alamar blue (AID 488966); E. coli UTI89 K1F phage lysis, alamar blue, 2 h; higher % means a stronger effect; inhibition, % at 100 µM; hits with a dose series show IC50 in µM; 340,000 tested, 0.02% active;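 active = phage lysis inhibition, versus mean bacterial control, above a set limit; inconclusive = no clear call, values can overlap the other calls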;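 also: capsule biogenesis inhibitors block K1F phage lysis so surviving cells raise fluorescence; higher fluorescence means more inhibition of phage lysis; actives were called in the ten point dose series up to 300 µM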
# NTR1 agonist = agonists of NTR1, primary screen, imaging, U2OS cells, beta-arrestin-GFP, high content (AID 493036) | Neurotensin receptor type 1 (Homo sapiens), P30989 | activation, % at 20 µM | NTR1-U2OS beta-arrestin-GFP spot imaging, agonist mode | 330,000 tested, 0.17% active;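 active = activation at or above 40% of the spot to cytoplasm intensity ratio, with at least 20 cells analyzed; inconclusive = wells under 20 cells, flagged as cytotoxic or low count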;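 also: 0% = DMSO without peptide and 100% = 100 nM NTR1 peptide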
# Target sequence (P30989 whole entry, looked up): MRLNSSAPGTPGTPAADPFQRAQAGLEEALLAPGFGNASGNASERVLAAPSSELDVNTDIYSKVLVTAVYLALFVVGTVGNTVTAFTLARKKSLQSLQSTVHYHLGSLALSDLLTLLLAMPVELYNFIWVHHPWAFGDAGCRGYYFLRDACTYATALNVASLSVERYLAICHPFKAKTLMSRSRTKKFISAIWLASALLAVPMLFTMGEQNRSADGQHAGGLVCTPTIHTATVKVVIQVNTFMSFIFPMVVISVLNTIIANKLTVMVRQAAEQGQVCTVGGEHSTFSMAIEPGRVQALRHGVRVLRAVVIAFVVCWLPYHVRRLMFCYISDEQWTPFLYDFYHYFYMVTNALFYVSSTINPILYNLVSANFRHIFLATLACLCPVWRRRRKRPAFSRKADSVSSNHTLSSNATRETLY
# T cell HTS vesicle-bound % = further read-out of T cell HTS, marked with its call; double positive events, %; measured here: CD8+ vesicle-bound cell fraction;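 binding gate set so that unloaded-vesicle control wells show 10% double positive cells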
# NTR1 agonist cell count 20 µM = second read-out of NTR1 agonist, no call of its own (marks repeat the call); cell count; measured here: cell count, cytotoxicity flag
# Myeloid diff MLP GFP+ MAC1+ % = also measured in Myeloid diff MLP; calls as there; GFP+ MAC1+ double positive, %; measured here: differentiation confirmed by MAC1 staining
# Active calls of the source: *; i = inactive; ? = inconclusive; · = no result given; + = active, no number; [ ] = dose if it differs, or a comment.
SMILES,PhoP inhibition,TNAP activators,Rac1 GTP hydrolysis,Myeloid diff MLP,Myeloid diff MLP GFP+ MAC1+ %,T cell HTS,T cell HTS vesicle-bound %,SV40 large T antigen,RSV CPE inhibition,UTI89 phage lysis,NTR1 agonist,NTR1 agonist cell count 20 µM
CCOC(=O)c1c(C)[nH]c(C)c1C(=O)COC(=O)c1ccccc1O,10%,1.1,6%,i,0.4,i,0,6%,-0.5%,1.0%[50 µM],-1.0,48
CC1(C)CC(=O)C2=C(C1)N(c1ccc(F)cc1)C(=O)C2(O)C(F)(F)F (stereo not given),4%,1.1,1%,i,1.8,i,41,19%,0.6%,4.0%,0.7,75
COCCN(CCOC)S(=O)(=O)NC[C@H]1O[C@@H](n2cnc3c(N)ncnc32)[C@H](O)[C@@H]1O,·,·,7%,i,0.2,i,11,·,·,0.2%,1.7,40
O=C(NC(=S)NNC(=O)c1ccccc1O)c1cccc([N+](=O)[O-])c1,14%,·,10%,i,0.5,i,60,16%,16%,0.1%,-0.2,67
COc1cccc(CNC(=O)CCC2CCCN(Cc3ccc(OC(F)F)cc3)C2)c1 (stereo not given),1%,1.1,-2%,i,0.2,i,58,8%,-1.1%,0.6%,-0.6,23
CC(=O)c1c(C)n(-c2cccc(Cl)c2)c2ccc(O)cc12,-1%,·,13%,i,0.6,i,50,9%,1.7%,0.6%,2.9,99
COc1ccc(CNC(=O)C2CC(=O)N(C3CCCC3)C2)cc1 (stereo not given),-5%,·,3%,i,0.6,i,18,11%,0.7%,0.4%[50 µM],0.7,46
CCCc1c(C(=O)N/N=C/c2ccc(OC)c(OCc3ccccc3)c2)nnn1-c1nonc1N,13%,·,1%,i,1.5,i,9,-12%,4.2%,-2.2%,1.6,72
Nc1nc2nccc(-c3ccc(Cl)cc3)n2n1,5%,1,4%,i,1.0,i,60,5%,-0.5%,0.7%,0.1,37
N#Cc1c2c(c(-c3ccco3)[nH]c1=O)CCCC2,-2%,1.1,21%,i,8.2,i,32,11%,0.7%,0.6%,1.2,57
C=CCSc1nnc(CC(OC)OC)n1-c1ccccc1,6%,1.1,-1%,i,0.2,i,45,19%,-0.6%,-0.1%,-0.7,69
COC(=O)C/C=C/[C@@H](C)[C@@H](/C=N/OC[C@@H](C)[C@H](OCc1ccccc1)C(C)C)NS(=O)(=O)c1ccc(C)cc1,-2%,1.1,·,·,·,i,22,13%,12%,·,2.5,84
COc1cc(/C=C2\SC(=O)N(CC(=O)Nc3cccc(C)c3)C2=O)cc([N+](=O)[O-])c1O,-9%,1.2,·,i,0.3,·,·,6%,·,·,·,·
CCn1c(SCc2cccc(C(=O)O)c2)nnc1-c1ccc(Cl)cc1,-5%,·,6%,i,0.3,i,47,13%,0.7%,0.6%,-0.2,66
COc1ccc(CCNC(=O)COC(=O)c2cc3ccccc3oc2=O)cc1OC,·,·,5%,i,2.1,i,35,·,·,0.5%[50 µM],-0.7,74
CCOc1cc(/C=N/NC(=O)CSc2nncn2C)ccc1OCc1cccc(C)c1,9%,1.1,-2%,i,0.6,i,46,2%,4.8%,-0.4%,1.2,66
C/C(CC1(O)C(=O)N(C)c2ccccc21)=N\O (stereo not given),5%,1.1,9%,i,2.9,i,22,-2%,0.5%,0.4%,-0.1,46
COc1ccc(N2CCN(C(=O)CSc3ccc(C)cc3)CC2)cc1,-1%,1.1,7%,i,0.2,i,58,9%,1.1%,-0.2%,-0.3,33
OCCOCCOc1ccccc1OCCOCCO,2%,1,13%,i,0.1,i,51,2%,2.6%,0.1%,-0.9,98
CC(=O)OCCOc1nc(NC(C)C)nc(NC(C)C)n1,6%,1,8%,i,1.1,i,23,-2%,0.8%,1.7%[50 µM],1.1,42
Cc1ccc(C)c(NC(=O)C2CCN(S(=O)(=O)c3ccc4c(c3)NC(=O)CO4)CC2)c1,8%,·,-14%,i,2.4,i,22,0%,·,-0.9%,-0.2,73
O=C(NNC(=O)c1ccccc1-n1cccc1)c1ccc(Cl)cc1,2%,1.1,7%,i,0.7,i,41,7%,1.0%,0.8%,0.8,55
COC(=O)c1ccccc1NC(=O)CN(C)Cc1ccccc1,3%,0.9,12%,i,0.6,i,37,9%,4.1%,0.2%,1.7,73
N#Cc1ccccc1Cn1cc(/C=N/Nc2ccc([N+](=O)[O-])cn2)c2ccccc21,-4%,0.8,-2%,+,0.2*,i,47,4%,5.7%,0.0%,1.8,49
CCOC(=O)C1CCCN(Cc2cccc(Oc3ccccc3)c2)C1 (stereo not given),1%,·,25%,i,0.5,i,59,7%,1.1%,-1.2%,-0.2,70
O=C(Nc1ccc(Br)cc1F)C1CCN(c2nnc(-n3cccc3)s2)CC1,5%,1.2,1%,i,0.5,i,51,11%,-0.3%,6.7%,6.8,63
CCCc1sc(N)nc1-c1ccc(C)cc1,-5%,1.1,16%,i,0.2,i,42,16%,3.6%,0.7%,12,83
O=C(Nc1ccc(OC(F)(F)F)cc1)N1CCN(c2ccnc3cc(Cl)ccc23)CC1,-6%,·,10%,?,·,i,12,0%,12%,1.1%,8.9,51
O=C(/C=C/c1cccc(F)c1)Nc1nccs1,0%,1.1,3%,i,0.4,i,51,13%,4.0%,0.3%,0.2,47
O=C(Nc1nccs1)C1CCN(S(=O)(=O)c2c(Cl)cccc2Cl)CC1,7%,1.1,9%,i,0.4,i,23,1%,·,0.5%,-0.5,42
COc1ccc(OC)c(S(=O)(=O)NCc2cn3ccsc3n2)c1,5%,1.1,2%,i,0.2,i,24,4%,-0.1%,0.1%,0.0,82
COc1ccccc1CNCC(c1ccccc1)c1ccccc1,11%,·,28%,i,1.0,i,22,-2%,-0.1%,-0.5%,2.8,44
COc1ccc(-c2nc(SC(C)C(=O)Nc3ccc(NC(C)=O)cc3)n[nH]2)cc1 (stereo not given),-16%,·,4%,i,0.5,i,50,29%,-1.2%,0.8%[50 µM],0.7,70
O=C(CN1CCOCC1)N1CCN(c2nnc(-c3ccccc3)c3ccccc23)CC1,1%,1.1,-5%,i,1.7,i,27,6%,3.9%,2.8%,-2.9,11
C=CCn1c(SCC(=O)N(CC)CC)nc(O)cc1=O,2%,1.1,2%,i,7.5,i,33,7%,0.6%,-0.5%,-0.5,72
NC(=O)C[N+]1(CC#CC(O)(c2ccccc2)c2ccccc2)CCCC1,4%,1.1,5%,·,·,i,34,5%,1.8%,0.8%,-1.6,55
COc1ccc2nc(NC(=S)NC(=O)c3ccco3)sc2c1,4%,0.8,3%,i,0.2,i,35,23%,38%,0.1%,-0.1,66
CCC(=S)/C=C1\Sc2ccccc2N1CCCS(=O)(=O)O,3%,1,10%,i,6.6,i,21,21%,1.4%,-0.3%,-0.9,83
CCN(CCNC(=O)C1CCN(S(=O)(=O)c2cccc3nsnc23)CC1)c1ccccc1,7%,1,6%,i,0.8,i,37,11%,-0.1%,0.3%,0.8,62
O=C1NC(=S)N/C1=C\c1cccc([N+](=O)[O-])c1,4%,1.3,-4%,i,1.1,i,28,2%,3.2%,2.5%,-0.6,49
CSc1nnc2c3ccccc3n(CCc3ccccc3)c2n1,8%,1,4%,i,0.9,i,17,2%,53%,0.2%,3.0,95
Cc1cccc(-c2nc(S(=O)(=O)c3ccc(F)cc3)c(NCCCN3CCOCC3)o2)c1,8%,·,4%,i,1.4,i,6,2%,1.5%,-0.2%,0.8,58
CCCCOc1ccc(C(=O)NN2C(=O)NC3(CCCCC3)C2=O)cc1OC,0%,·,2%,i,1.3,i,43,14%,-0.1%,0.6%[50 µM],-0.8,60
Fc1ccc(N2CCN(Cc3cnc(Cl)s3)CC2)cc1,1%,1,3%,i,1.2,i,38,5%,5.9%,0.8%,-1.4,30
CCCSc1nnc(Sc2nnnn2-c2ccccc2)s1,13%,1,9%,?,·,i,56,8%,18%,-0.2%,-0.4,86
COc1ccccc1N(C(=O)c1ccco1)C(C(=O)NC1CCCC1)c1ccc(N2CCOCC2)cc1 (stereo not given),1%,·,-1%,·,·,i,18,-1%,1.4%,0.0%,-0.8,71
COc1ccc(-c2nnc(C3CCN(S(=O)(=O)c4ccccc4)CC3)o2)cc1,·,·,19%,i,3.0,i,28,1%,1.7%,-0.3%,-0.9,56
O=C(N[C@@H](Cc1ccccc1)C(=O)NC1CC1)c1ccc(Cl)cc1,-4%,·,3%,?,·,i,34,11%,0.9%,-0.2%,1.4,46
CCCCC(=O)N1CCCC(c2nc(-c3cccc(OC)c3)no2)C1 (stereo not given),-2%,1.1,13%,i,0.4,i,8,-5%,4.6%,-0.4%,1.7,35
O=C(NCCC1=CCCCC1)C1CCN(S(=O)(=O)c2cccs2)CC1,-4%,1.1,8%,i,7.0,i,33,3%,-0.7%,1.4%,0.5,63
N=C1C(=O)OCC1c1ccccc1NC(=O)c1ccccc1 (stereo not given),-4%,1.1,7%,i,0.3,i,5,11%,1.9%,1.1%[50 µM],-1.6,63
COc1cc(NC(=O)Nc2ccc(C)cc2)cc([N+](=O)[O-])c1,-5%,1.1,10%,i,1.1,i,44,12%,4.4%,4.1%[50 µM],13,55
COc1ccc(-n2cc(CN(C)CCO)c(-c3cccc(F)c3)n2)cc1,1%,1,7%,i,0.0,i,64,18%,-1.9%,0.1%,-0.9,98

# Screening results from PubChem BioAssay.
